Yeast eIF2B – eIF2B (yeast) activity modulation. 0.91% of 27,000 active. inhibition, % at 25 µM (by protocol). S. cerevisiae eIF2B-epsilon R284H, GCN4-lacZ luminescence;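 active = mutant luminescence inhibited past about 50% while wild type luminescence and mutant growth stay under set limits, limit read from the data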; note: some compounds called inactive have numbers as strong as hits
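Material – yeast eIF2B-epsilon R284H mutant carrying GCN4–beta-galactosidase fusion · Medium – YPD yeast growth medium · Compound – one concentration, 25 µM, 0.25% DMSO · Times – 16 h at 30 °C exposure · Signal – Beta-Glo luminescence plus absorbance at 595 nm · Read-out – % inhibition of reporter signal and growth versus controls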
Yeast growth tox – Inhibitors of S. cerevisiae growth, toxicity. growth inhibition, % at 25 µM (by protocol). AID 685. S. cerevisiae wild-type growth, A595 turbidity, 16 h. 0.3% of 30,000 active;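 active = mutant and wild-type yeast strains alike exhibit over 30% growth inhibition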;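 note: 0% = untreated cell controls and 100% = YPD media blanks without cells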
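Schedule: 16 h growth with compound, 30 °C. System: yeast, wild-type or eIF2Bepsilon-R284H mutant. Doses: one dose, 25 µM compound[…]. Buffer or medium: YPD. Signal: turbidity measured as absorbance at 595 nm. Read-out basis: growth inhibition (%) versus cell controls and blanks.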
Yeast growth tox inhibition % – also measured in Yeast growth tox; calls as there; growth inhibition, %; S. cerevisiae eIF2Bepsilon-R284H mutant growth, A595 turbidity, 16 h;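 each compound tested once at 25 µM; 0% equals untreated cells and 100% equals cell-free medium blanks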
Yeast eIF2B mutant toxicity – second read-out of Yeast eIF2B, no call of its own (marks repeat the call); growth inhibition, %; measured here: mutant yeast growth, toxicity;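 each compound tested once at 25 µM; zero equals untreated control growth and 100 equals blank medium absorbance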
Numbers without * were called inactive; x = no result given. A portion of the library (hit frequency here may not be typical).

cpd	SMILES	Yeast eIF2B	Yeast eIF2B mutant toxicity	Yeast growth tox	Yeast growth tox inhibition %
1	CCC(C)(C)NC(=O)C(c1cccn1C)N(Cc1ccc(C)cc1)C(=O)Cn1nnc2ccccc21 (configuration not stated)	13.2	-3.7	11.4	-3.7
2	COc1ccc(NC(=O)Cn2c(-c3ccc(OC)cc3)cn(-c3ccc(C)cc3)c2=O)cc1	17.7	18.9	9.6	18.9
3	COC(=O)c1ccccc1NC(=O)CN1C(=O)c2ccccc2S1(=O)=O	-22.1	-8.7	9.3	-8.7
4	Cc1ccc(S(=O)(=O)N2CCOCC2)cc1C(=O)Nc1nc(-c2cccnc2)cs1	-7.7	x	3.7	0.0
5	CCOc1ccc(N=c2scc(-c3ccccc3)n2CCO)cc1	14.5	-5.9	1.1	-5.9
6	CCCOC1CCCN(C(=O)c2cc(Cl)c(Cl)cc2C(=O)O)C1 (configuration not stated)	-15.7	x	4.8	0.0
7	Cc1noc(C)c1C(=O)Nc1sc2c(c1C(N)=O)CCCCC2	x	x	-7.6	3.7
8	Cc1ccc(NC(=S)NNC(=O)C2CC2c2ccc(C)cc2)cc1 (configuration not stated)	18.0	-17.9	-5.7	-17.9

One compound at a time (already shown). Values in the order: Yeast eIF2B, Yeast eIF2B mutant toxicity, Yeast growth tox, Yeast growth tox inhibition %
`CCCOC1CCCN(C(=O)c2cc(Cl)c(Cl)cc2C(=O)O)C1` (configuration not stated) in the list: -15.7, x, 4.8, 0.0
`Cc1ccc(NC(=S)NNC(=O)C2CC2c2ccc(C)cc2)cc1` (configuration not stated) in the list: 18.0, -17.9, -5.7, -17.9

Later entries:
cpd	SMILES	Yeast eIF2B	Yeast eIF2B mutant toxicity	Yeast growth tox	Yeast growth tox inhibition %
9	O=C(Nc1nc2ccc(Cl)cc2s1)c1ccco1	22.5	18.9	32.6	18.9
10	Cc1ccccc1/C(N)=N/OC(=O)/C=C/c1ccccc1	23.2	27.0	20.7	27.0
11	COCc1cc(=O)n2c(-c3ccccc3OC)n[nH]c2n1	-3.7	x	x	x
12	CS(=O)(=O)N1N=C(c2ccccc2)CC1c1cccs1 (configuration not stated)	15.7	-9.5	25.8	-9.5
13	COc1ccc(C(=O)c2ccccc2)c2c(O)ccc(C(=O)c3ccccc3)c12	x	x	-24.3	-27.6
14	O=C(NCc1cccc(Cl)c1)c1ccc2c(c1)OCO2	21.3	9.4	3.1	9.4
15	CCc1nc(N2CCCC(C)C2)c2oc3ccccc3c2n1 (configuration not stated)	20.0	x	18.9	0.0
16	Cc1ccc(S(=O)(=O)N2CCOCC2)cc1C(=O)NCc1cn2ccsc2n1	16.1	-4.5	3.1	-4.5
17	Cc1ccc2nc(C(F)OC(F)(F)F)[nH]c2c1 (configuration not stated)	-0.5	15.5	8.5	15.5
18	O=C(Nc1nc(-c2ccccc2)cs1)c1cccnc1	9.9	7.7	28.0	7.7
19	Cc1ccc(C2C(C(=O)c3cccs3)=C(O)C(=O)N2CCN2CCOCC2)o1 (configuration not stated)	-20.8	9.7	8.9	9.7
20	S=C1NC(c2ccccc2)N2C(=S)NC(c3ccccc3)N12 (configuration not stated)	22.0	16.2	28.1	16.2
21	CCCN1C(=O)C2(/C(=C(\O)c3ccc4c(c3)OCCO4)C(=O)C(=O)N2CCCOC)c2ccccc21 (configuration not stated)	19.6	-18.2	-23.3	-18.2
22	Nc1nc(SCc2ccc3c(c2)OCCO3)n[nH]1	12.2	x	x	x
23	Cc1nc2sc(-c3ccccc3)cc2c(=O)n1-n1cccc1	9.9	-4.5	-21.9	-4.5
24	CC1=C(C(=O)OCc2ccccc2)C(c2ccccn2)c2c(n(C)c(=O)n(C)c2=O)N1 (configuration not stated)	17.1	x	1.6	0.0
25	Cn1c(=O)c2c(nc(Br)n2CC(=O)c2cccs2)n(C)c1=O	x	x	-7.3	12.5
26	Cc1ccc(S(=O)(=O)NCCc2ccc(S(N)(=O)=O)cc2)cc1	19.7	6.7	16.5	6.7
27	CCOC(=O)c1sc(NC(=O)CCSC)nc1C	17.6	-5.3	17.2	-5.3
28	CN(C#N)c1nc(N2CCOCC2)nc(N2CCOCC2)n1	16.6	-3.9	-2.9	-3.9
29	COc1ccc(NC(=O)c2oc3ccccc3c2NC(=O)c2ccco2)cc1	29.7	x	13.1	0.0
30	CC(C)NS(=O)(=O)c1ccc(CCC(=O)NCc2ccc3c(c2)OCO3)cc1	22.3	x	10.4	0.0
31	COC(=O)CC1=C(C(=O)OC)C(c2cc(OC)c(OC)cc2OC)C(C#N)=C(N)O1 (configuration not stated)	1.8	-9.5	-3.0	-9.5
32	CCOc1cc(C(=O)Nc2cnccn2)cc(OCC)c1OCC	x	x	0.2	13.0
33	COc1ccc2nc(NCc3ccccc3)[nH]c2c1	21.6	11.1	14.3	11.1
34	CC(=O)c1cccc(-n2c(CCC(=O)O)ccc2-c2cccs2)c1	-15.4	x	14.9	0.0
35	Cc1ccccc1C1CC(c2ccccc2OC(F)F)Nc2ncnn21 (configuration not stated)	14.6	x	5.9	0.0
36	O=C(CSc1nnc(-c2ccncc2)n1-c1ccc(Cl)cc1)N1CCOCC1	-19.5	-3.9	1.7	-3.9
37	C=C(C)CC1N(c2cccc(OC)c2)C(=O)[C@@H]2C(C(=O)O)[C@H]3C=C[C@@]12O3 (some centres not stated)	30.1	-17.2	6.2	-17.2
38	CN(C)c1ccc(N2CN=C3SCC(=O)N3C2)cc1	-36.6	x	-19.2	0.0
39	CCOC(=O)c1c(C=O)c(C)n(Cc2ccc(Cl)cc2)c1C	-40.6	-28.6	-22.0	-28.6
40	Cc1nc(-c2c(C(F)(F)F)noc2-c2ccc(O)cc2O)cs1	x	x	0.7	19.6
41	c1ccc2c(c1)nc1n2CN(Cc2ccc3c(c2)OCO3)CN1	29.2	x	-18.5	0.0
42	Cc1n[nH]c(C)c1S(=O)(=O)N1CCCC(C(=O)Nc2nccs2)C1 (configuration not stated)	35.6	-9.1	-10.6	-9.1
43	O=C(CSc1nnc(NC2CCCCC2)s1)NC1CCS(=O)(=O)C1 (configuration not stated)	23.4	-4.5	12.2	-4.5
44	CCN(CC)S(=O)(=O)c1ccc(N(C)Cc2ccc(C(F)(F)F)cc2)nc1	0.8	9.5	-1.4	9.5
45	COC(=O)c1c(NC(=O)Cc2cccs2)sc(C(=O)N2CCCCC2)c1C	-30.5	25.9	-28.5	25.9
46	Cc1nnc2n1NC(c1ccc(Cl)cc1)C(C(=O)N(C)C1CCCCC1)S2 (configuration not stated)	29.4	9.5	12.5	9.5
47	Cc1ccccc1NC(=O)CNc1ccccc1N1CCCCC1	19.6	-4.5	-4.1	-4.5
48	CCOC(=O)CNc1nc(C(C)(C)C)nc2c1nnn2Cc1ccccc1Cl	8.5	-2.1	10.6	-2.1
49	CCCCCOC(=O)Cn1c(SCC(=O)Nc2ccccc2)nc2c1c(=O)[nH]c(=O)n2C	59.5*	x	-19.7	-10.3
50	O=C(COC(=O)C1CC(=O)N(c2ccc3c(c2)OCCO3)C1)Nc1ccc2c(c1)CCC2 (configuration not stated)	23.2	-4.5	-2.2	-4.5
51	COc1cc2c(cc1OC)C1(CCCC1)CNC2C (configuration not stated)	-51.8	x	x	x
52	CCCn1c(=O)n(C)c(=O)c2c(SCC(=O)NCc3ccco3)nc(C3CC3)nc21	20.7	-4.8	3.0	-4.8
53	CCOC(=O)C1C(c2ccccc2Cl)NC(=O)N(C)C1(O)C(F)(F)F (configuration not stated)	24.7	17.9	-4.1	17.9
54	COc1ccc(C(=O)CSc2nnc(-c3ccccn3)n2Cc2ccco2)cc1	7.9	-3.7	0.9	-3.7
55	CCCn1c(CNC(=O)Cc2ccccc2)nc2ccccc21	25.5	-3.9	19.8	-3.9
56	Cc1ccc(-c2cc(C(F)(F)F)n3nc(C(=O)Nc4c(C)n(C)n(-c5ccccc5)c4=O)cc3n2)cc1	13.4	25.7	4.4	25.7
57	Cc1ccc(CNC(=O)C2C3C=CC(C3)C2C(=O)O)cc1 (configuration not stated)	4.4	x	x	x
58	COc1c(F)c(F)c(C(=O)Nc2cccc(Cl)c2N2CCOCC2)c(F)c1F	-6.0	-3.9	-11.1	-3.9
59	Cc1nnc2ccc(N3CCOCC3)nn12	10.1	12.5	12.4	12.5
60	CS(=O)(=O)Nc1ccc(C(=O)NCc2ccco2)cc1	15.9	28.1	-1.0	28.1
61	O=C(CCCOc1ccccc1)N1CCN(c2ccccn2)CC1	4.6	6.1	9.3	6.1
62	C=CCN1C(=O)CSc2ccc(C(=O)NCCC3=CCCCC3)cc21	13.4	16.1	10.4	16.1
63	CCS(=O)(=O)c1ccc2oc(SCC(=O)NC(C)C3CC4CCC3C4)nc2c1 (configuration not stated)	-30.4	7.5	2.4	7.5
64	CCn1c(COc2ccccc2)nnc1SCC(=O)C(C)(C)C	20.8	8.0	24.5	8.0

Next results follow:
cpd	SMILES	Yeast eIF2B	Yeast eIF2B mutant toxicity	Yeast growth tox	Yeast growth tox inhibition %
65	Fc1ccc(-c2nnc(CSc3nnc(-c4ccc5c(c4)OCO5)o3)o2)cc1	13.3	5.0	8.9	5.0
66	CCCc1[nH]nc2c1C(c1ccc(OCCN3CCOCC3)c(OCC)c1)C(C#N)=C(N)O2 (configuration not stated)	27.6	x	-11.7	0.0
67	C=CCn1c(SCc2cccc3ccccc23)nnc1-c1cccnc1	34.0	-11.4	21.7	-11.4
68	COc1ccc(OC)c(C2=NOC(C(=O)NCc3ccccn3)C2)c1 (configuration not stated)	14.6	11.1	-3.1	11.1
69	CCN(CC(=O)N1CCN(C)CC1)S(=O)(=O)c1ccc(Cl)cc1	12.0	-13.8	-12.6	-13.8
70	O=c1c2[nH]c3ccccc3c2ncn1CCN1CCOCC1	25.3	14.5	22.9	14.5
71	O=C(CSc1nnc(-c2cccs2)n1-c1ccccc1)N1CCCc2ccccc21	6.8	4.0	-0.8	4.0
72	CCc1c(C)c(C#N)c2nc3ccccc3n2c1NCc1ccco1	x	x	22.3	-2.6
73	Cn1c(=O)c2c3c(sc2n2c(SCC(=O)c4ccccc4)nnc12)COC(C)(C)C3	21.4	-8.3	14.0	-8.3
74	CCOC(=O)N1CCC(NC(=O)Cn2ncc3c4ccccc4n(C)c3c2=O)CC1	-58.2	-25.0	-12.1	-25.0
75	Cc1cc(C)n2nc(CCc3nc4nc(C)cc(C)n4n3)nc2n1	9.6	x	-17.6	0.0
76	CCc1ccc(CN(C(=O)c2cc3ccccc3oc2=O)C2CCS(=O)(=O)C2)cc1 (configuration not stated)	-7.5	-4.8	0.4	-4.8
77	COC(=O)c1ccc(CSc2nc3cc(Cl)ccc3o2)cc1	13.4	24.3	12.7	24.3
78	O=C(CSc1nnc(CNc2ccc(F)cc2)n1Cc1ccco1)NC1CC1	15.8	16.0	3.0	16.0
79	COC(=O)c1c(NC(=O)CCc2ccc(C)o2)sc(C)c1C	2.5	13.6	1.0	13.6
80	CCCNC(=O)N1CCC(C(=O)c2cccc(F)c2)CC1	24.3	4.5	-6.4	4.5

Next part; it opens with the 4 that closed the last part.
cpd	SMILES	Yeast eIF2B	Yeast eIF2B mutant toxicity	Yeast growth tox	Yeast growth tox inhibition %
77	COC(=O)c1ccc(CSc2nc3cc(Cl)ccc3o2)cc1	13.4	24.3	12.7	24.3
78	O=C(CSc1nnc(CNc2ccc(F)cc2)n1Cc1ccco1)NC1CC1	15.8	16.0	3.0	16.0
79	COC(=O)c1c(NC(=O)CCc2ccc(C)o2)sc(C)c1C	2.5	13.6	1.0	13.6
80	CCCNC(=O)N1CCC(C(=O)c2cccc(F)c2)CC1	24.3	4.5	-6.4	4.5
81	Cc1cc(N2CCN(c3cccc(C)c3C)CC2)nc(-c2ccccc2)n1	32.3	x	x	x
82	O=C(NCCC1=CCCCC1)C1CCC(CNS(=O)(=O)c2ccccc2)CC1 (configuration not stated)	19.6	11.8	9.6	11.8
83	O=C(Cn1nnc(-c2ccccc2NC(=O)c2cccs2)n1)Nc1ccccc1	26.8	-4.5	-11.2	-4.5
84	Cc1ccc(S(=O)(=O)NC2CCC(C(=O)O)CC2)cc1 (configuration not stated)	x	x	2.6	19.6

Compound activity deposited in PubChem BioAssay by PCMD.
